Screening results deposited in PubChem BioAssay by several laboratories.
Dynein transport – dynein cargo transport inhibition | z-score, hits read low | AID 1381 | 3617.4 mouse cells, GR-EGFP nuclear translocation imaging; test concentration mostly 20 µM; stimulated with dexamethasone, 1 µM; active compounds read low | 220,000 tested, 0.47% active;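 active = plate z-score of nuclear minus cytoplasmic receptor signal below a set negative limit, without overly bright fluorescence or cell loss, cut at about -3.5 in these data, passing the limit was not always enough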;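 note: z-score of nuclear minus cytoplasmic ring GR-EGFP intensity difference per well; some compounds called inactive have numbers as strong as hits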
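Buffer or medium: tet-free, stripped-serum medium; reagent: dexamethasone at 1.0 µM final, 30 min; incubation: 48 h induction, 1 h compound, 30 min dex at 37 °C; measured by: formaldehyde fixation, Hoechst nuclear stain, 10x automated fluorescence imaging; read-out: nuclear-to-cytoplasmic GR-EGFP distribution per well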
bCat nuc transl – modulators of beta-catenin nuclear translocation | 190,000 tested, 0.3% active | HeLa beta-catenin nuclear translocation, immunofluorescence imaging | nuclear translocation activity, % at 5 µM | AID 1665;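 active = nuclear translocation activity above 50% at 5 µM, with a well cell count of 50 or more; inconclusive = wells under 50 cells across six images, flagged as toxic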;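 note: per-cell ratio of nuclear to cytoplasmic median beta-catenin stain intensity; plate controls were DMSO negative control for no effect and GSK-3 inhibitor IX positive control for full effect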
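Read-out: Nuclear/cytoplasmic beta-catenin signal ratio, % activation | Assay system: Human HeLa cell line | Times: 24 h compound exposure at 37°C, 5% CO2 | Signal: Fluorescence imaging of beta-catenin antibody stain plus DAPI | Dosing: 5 µM primary, 0.02–20 µM confirmation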
PMI inhibitors – inhibitors of human PMI, primary screen, biochemical, fluorescence intensity, coupled assay (AID 1209); purified PMI enzyme, coupled fluorescence intensity; higher % means a stronger effect; one-dose inhibition, % at 20 µM; IC50 in µM for titrated hits; 190,000 tested, 0.42% active;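 note: plate controls were DMSO vehicle for no effect and wells lacking substrate for full effect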
Insulin prom up – MIN6 insulin promoter up-regulation; MIN6 insulin promoter-GFP reporter, high-content imaging; active compounds read high; z-score at 5 µM; 190,000 tested, 0.3% active;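 active = z-score above 3 at 5 µM with at least 500 cells counted in the well; inconclusive = wells under 500 cells, flagged as cytotoxic or low count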
PMI inhibition – MPI inhibition at elevated mannose 6-phosphate – biochemical, fluorescence intensity, high mannose 6-phosphate, primary screen (AID 1220); recombinant PMI enzyme, coupled fluorescence intensity; higher % means a stronger effect; 190,000 tested, 0.66% active; one-dose inhibition, % at 20 µM; IC50 in µM for titrated hits
WT yeast gro inh – growth inhibition of WT yeast, mitochondrial fusion screen | inhibition, % at 10 µM | 190,000 tested, 2.1% active | mitochondrial fusion phenotypic screen, WT strain; in the data active = inhibition above about 58%; tested in S. cerevisiae
Autophagy mod – autophagy modulation, high-content screen. MEF GFP-LC3 puncta imaging; test concentration mostly 10 µM. AID 463193. calls only at 10 µM (by protocol). 190,000 tested, 0.98% active;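 active = percentage of spot-positive cells more than 3 SD above its plate mean, without a fluorescence outlier flag or 80% toxicity; inconclusive = no clear call, values can overlap the other calls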;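 note: spot-positive cell cutoff set from DMSO-treated cells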
Yfh1-off respiration – mitochondrial function rescue without frataxin homolog – Friedreich's ataxia, plus single-dose screen, dose response (AID 1465). S. cerevisiae Yfh1-off respiration, WST-1 reduction, 72 h; higher fold induction means a stronger effect. fold induction at 50 µM; hits with a dose series show EC50 in µM. 220,000 tested, 0.074% active;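 active = fold induction of absorbance versus untreated yeast above a set limit, then at least 30% activation at any dose in follow-up; inconclusive = repeats straddling the limit, or above it without dose testing; inactive = fold induction below the set limit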;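 note: activators that raise dye reduction in frataxin-depleted yeast; strong numbers were not always called active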
MT stabilizer – microtubule stabilizers in HeLa cells | HeLa tubulin immunostaining HCS, 24 h; share of cells brighter than vehicle mean+2SD | % tubulin-high responders, % at 10 µM | 200,000 tested, 0.83% active;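 active = plate Z-score above 3 for both tubulin-high and condensed-nucleus cell shares, with cell loss under 80%, at 10 µM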;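 note: anti alpha tubulin signal scored within the nucleus-defined area of each cell; some results filed as inactive read as strong as hits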
WT yeast gro inh mutant strain – also measured in WT yeast gro inh; calls as there; inhibition, %; mitochondrial fusion phenotypic screen, mutant strain inhibition
Dynein transport cytoplasmic EGFP – also measured in Dynein transport; calls as there; z-score; measured here: cytoplasmic GR-EGFP intensity; active compounds read high
Dynein transport nuclear GR-EGFP – second read-out of Dynein transport, no call of its own (marks repeat the call); z-score; measured here: nuclear GR-EGFP intensity;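 lower value marks the stronger effect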
Dynein transport cell count – second read-out of Dynein transport, no call of its own (marks repeat the call); z-score; measured here: cell count per field
Insulin prom up cell count – recorded beside Insulin prom up, whose call it bears; cell count; measured here: cytotoxicity, nuclei count;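 total cells summed across four imaged fields per well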
bCat nuc transl cell count 5 µM – second read-out of bCat nuc transl, no call of its own (marks repeat the call); cell count; measured here: cell count, cytotoxicity flag
MT stabilizer Hoechst-high % – further read-out of MT stabilizer, marked with its call; % Hoechst-high responders; measured here: nuclear condensation Hoechst responders;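 share of cells brighter than vehicle mean plus two SD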
MT stabilizer cytotoxicity % – recorded beside MT stabilizer, whose call it bears; toxicity, %; measured here: cytotoxicity by cell density;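 0% = mean cell density of plate MIN control wells and 100% = no cells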
Autophagy mod cell loss 18 h – recorded beside Autophagy mod, whose call it bears; toxicity, %; measured here: cell loss, nuclei count;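 cell loss after 18 h compound exposure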
The depositor's hits bear a star; i = inactive; ? = inconclusive; . = not tested or not shown. Cut-off read from the data, not from the text of the source, unless noted: active = inhibition above about 50%; inactive = the rest. Compounds as they come. Share with any hit: about 5%.

SMILES	Dynein transport	Dynein transport cytoplasmic EGFP	Dynein transport nuclear GR-EGFP	Dynein transport cell count	bCat nuc transl	bCat nuc transl cell count 5 µM	PMI inhibitors	Insulin prom up	Insulin prom up cell count	PMI inhibition	WT yeast gro inh	WT yeast gro inh mutant strain	Autophagy mod	Autophagy mod cell loss 18 h	Yfh1-off respiration	MT stabilizer	MT stabilizer Hoechst-high %	MT stabilizer cytotoxicity %
COc1cc2ccccc2cc1C(=O)NC(=S)Nc1cccc(C(=O)O)c1	-0.025	-0.225	0.302	0.248	0.5	1655	7.8%	0.5	1393	-2.4%	-15.4	2.9	i	37.2	i	2.4	2.3	4.9
CCCn1nnnc1SCC(=O)N1CCCC1	-0.339	-0.228	-0.363	1.29	-0.6	994	3.0%	0.72	1875	-0.8%	-8.3	10.8	i	4.6	i	2.2	1.1	0.9
CCOC(=O)C(C(=O)OCC)C(C)C#CCN1CCCCC1 (stereo unspecified)	0.415	-0.0362	0.679	0.875	-0.3	1016	3.9%	0.8	1200	1.1%	14.0	3.1	i	-6.0	i	1.4	0.9	10.0
CCOc1cc(NS(=O)(=O)c2ccc(Cl)cc2)c(OCC)cc1NC(=O)CC(C)C	-0.353	-0.355	-0.0645	0.366	1.0	1171	14.7%	-0.81	898	5.0%	-20.8	-2.8	i	-5.5	i	1.2	1.5	10.7
CC(c1nnc(Sc2nnnn2-c2ccccc2)n1-c1ccc(F)cc1)N(C)C (stereo unspecified)	-0.791	0.184	-0.162	-0.00289	-5.0	991	-2.2%	-1.12	1351	-3.6%	-15.7	-7.3	i	-12.5	i	1.6	1.0	5.6
Cc1ccccc1NC(=O)c1cnc2ccccn2c1=O	-0.559	0.394	0.0303	0.717	2.9	1395	0.0%	-0.95	1172	-2.4%	-15.3	-50.5	i	4.9	i	3.6	4.8	9.8
COc1cc(-n2c(C)nc3cc(C(=O)N4CCOCC4)ccc32)cc(OC)c1OC	0.156	-0.416	-0.0739	0.491	-1.0	761	1.4%	0.22	1564	-5.4%	30.7	27.3	i	-20.2	i	4.1	1.8	18.9
Cc1ccc(S(=O)(=O)c2ccccc2)cc1S(=O)(=O)N1CCOCC1	-0.16	-0.249	-0.345	1.17	1.6	992	-4.3%	-0.04	1191	-0.7%	13.7	6.8	i	-5.5	i	2.5	1.8	6.6
COCCCNC(=S)N/N=C/c1ccc(OC)cc1	-1.22	-0.26	-0.852	1.43	-0.8	1186	.	0.41	1404	.	.	.	.	.	i	.	.	.
Cn1c(=O)n(C)c2cc([N+](=O)[O-])c(N3CCN(C(=O)c4ccc(Cl)cc4)CC3)cc21	-0.324	-0.525	-0.158	0.961	-4.6	875	2.9%	-2.6	970	-4.0%	-5.4	3.2	i	6.8	i	3.2	2.7	15.0
C#CCOCCOCCOCCNc1nc(N2CCN(C(=O)[C@H](CCC(=O)O)n3cc(C(N)CO)nn3)CC2)nc(N2CCN(C(=O)[C@H](CCCCN)n3cc(C(N)[C@H](C)CC)nn3)CC2)n1 (stereo partly specified)	1.64	-0.757	0.919	0.267	0.1	1412	.	0.91	796	.	.	.	.	.	i	.	.	.
COc1ccc(CNC(=O)CCn2c(=O)[nH]c3ccccc3c2=O)cc1	0.288	-0.188	0.414	-0.875	0.8	1156	-0.8%	-0.16	1367	10.5%	0.5	-14.2	i	1.6	i	2.0	1.3	1.9
O=C(Cc1ccc([N+](=O)[O-])cc1)N1CCCc2ccccc21	1.71	-0.0858	0.736	-0.96	-0.4	1124	-2.7%	-0.26	1238	-3.5%	17.6	-9.9	i	6.7	i	4.0	1.5	1.1
CCOC(=O)c1cc2c(ccn2-c2ccc(F)cc2)n1CC(=O)N(CC)CC	0.0913	-0.224	0.103	1.19	1.0	1066	13.6%	-0.26	1493	22.2%	-9.0	-7.2	i	-14.7	i	1.7	1.0	3.9
COc1cccc(NCc2cc3c(C(C)(C)C)nn(-c4ccccc4)c3[nH]c2=O)c1	-0.646	-0.146	-0.38	0.441	-4.7	1056	14.6%	-0.11	846	9.7%	54.5	-4.9	i	2.0	i	1.8	0.9	6.1
O=C(CSC(=S)N1CCOCC1)Nc1nccs1	0.722	-0.15	0.947	-2.2	-0.1	1314	.	-0.27	1096	.	.	.	.	.	i	.	.	.
N=C1C(c2nc(-c3ccc(Cl)cc3)cs2)=C(O)CN1CCCN1CCOCC1	-0.5	-0.165	0.037	0.0315	1.7	1087	7.4%	-1.2	1057	1.1%	15.1	24.4	i	-12.8	i	7.5	5.1	5.5
Cc1ccc(OCCn2cnc3ccccc3c2=O)c([N+](=O)[O-])c1	-0.445	-0.314	-0.648	0.601	-1.3	1011	-0.9%	-0.45	1273	0.1%	6.3	-17.1	i	0.8	i	3.2	3.4	2.9
COCc1nc2ccccc2n1Cc1ccccc1	0.917	-0.453	0.868	1.38	-4.6	1174	1.9%	0.17	846	1.3%	15.4	19.1	i	1.1	i	1.7	0.9	6.6
CCOC(=O)c1ccccc1Oc1c(F)c(F)nc(NCCO)c1F	0.317	-0.3	-0.752	0.514	1.0	1353	16.5%	1.2	1167	27.1%	12.3	1.2	i	1.1	i	2.0	1.1	0.9
Cc1ccc(C)[n+](CC(=O)c2ccc(-c3ccccc3)cc2)c1	-0.377	-0.245	-0.8	0.977	0.9	1534	-13.2%	-0.7	1197	0.0%	-3.9	12.4	i	1.4	i	1.7	2.7	6.9
CC1CCCCN1S(=O)(=O)c1ccccc1[N+](=O)[O-] (stereo unspecified)	0.316	-0.29	-0.222	-0.168	-0.1	913	-1.6%	0.05	2173	-2.3%	-1.7	-5.3	i	-1.1	i	3.2	2.2	5.8
COc1cccc(N2CCN(CC(=O)Nc3nnc(-c4ccccc4)s3)CC2)c1	-0.405	-0.233	0.0103	-0.218	.	.	4.0%	-0.85	1071	3.0%	20.9	-12.5	i	8.8	i	2.9	1.6	5.1
CCOCCCNC(=O)CN1C(=O)CSc2ccccc21	-0.681	-0.268	0.229	0.481	0.3	565	-1.5%	0.01	1271	-1.3%	9.3	-9.4	i	1.8	.	3.5	2.1	2.1
Cc1cc(C)cc(NC(=O)c2ccc(CNc3c(N4CCCC4)c(=O)c3=O)cc2)c1	0.17	-0.269	0.498	-0.0326	0.2	1309	.	-0.23	1066	.	.	.	.	.	i	.	.	.
O=C(Nc1cccnc1Cl)C1c2ccccc2Oc2ccccc21	-0.597	-0.174	-0.914	0.428	0.7	1310	-12.1%	1.27	1550	-6.3%	-8.4	8.7	i	-1.2	?	4.6	1.3	5.6
Cc1c(/C=C2\SC(=Nc3cccc(C(=O)O)c3)NC2=O)c2ccccc2n1C	-1.04	-0.187	-0.198	0.587	-0.5	1370	.	-0.24	1068	.	.	.	.	.	i	.	.	.

Compounds shown so far that have four or more nitrogen atoms (seven):
SMILES	Dynein transport	Dynein transport cytoplasmic EGFP	Dynein transport nuclear GR-EGFP	Dynein transport cell count	bCat nuc transl	bCat nuc transl cell count 5 µM	PMI inhibitors	Insulin prom up	Insulin prom up cell count	PMI inhibition	WT yeast gro inh	WT yeast gro inh mutant strain	Autophagy mod	Autophagy mod cell loss 18 h	Yfh1-off respiration	MT stabilizer	MT stabilizer Hoechst-high %	MT stabilizer cytotoxicity %
CCCn1nnnc1SCC(=O)N1CCCC1	-0.339	-0.228	-0.363	1.29	-0.6	994	3.0%	0.72	1875	-0.8%	-8.3	10.8	i	4.6	i	2.2	1.1	0.9
CC(c1nnc(Sc2nnnn2-c2ccccc2)n1-c1ccc(F)cc1)N(C)C (stereo unspecified)	-0.791	0.184	-0.162	-0.00289	-5.0	991	-2.2%	-1.12	1351	-3.6%	-15.7	-7.3	i	-12.5	i	1.6	1.0	5.6
Cn1c(=O)n(C)c2cc([N+](=O)[O-])c(N3CCN(C(=O)c4ccc(Cl)cc4)CC3)cc21	-0.324	-0.525	-0.158	0.961	-4.6	875	2.9%	-2.6	970	-4.0%	-5.4	3.2	i	6.8	i	3.2	2.7	15.0
C#CCOCCOCCOCCNc1nc(N2CCN(C(=O)[C@H](CCC(=O)O)n3cc(C(N)CO)nn3)CC2)nc(N2CCN(C(=O)[C@H](CCCCN)n3cc(C(N)[C@H](C)CC)nn3)CC2)n1 (stereo partly specified)	1.64	-0.757	0.919	0.267	0.1	1412	.	0.91	796	.	.	.	.	.	i	.	.	.
COc1cccc(NCc2cc3c(C(C)(C)C)nn(-c4ccccc4)c3[nH]c2=O)c1	-0.646	-0.146	-0.38	0.441	-4.7	1056	14.6%	-0.11	846	9.7%	54.5	-4.9	i	2.0	i	1.8	0.9	6.1
N=C1C(c2nc(-c3ccc(Cl)cc3)cs2)=C(O)CN1CCCN1CCOCC1	-0.5	-0.165	0.037	0.0315	1.7	1087	7.4%	-1.2	1057	1.1%	15.1	24.4	i	-12.8	i	7.5	5.1	5.5
COc1cccc(N2CCN(CC(=O)Nc3nnc(-c4ccccc4)s3)CC2)c1	-0.405	-0.233	0.0103	-0.218	.	.	4.0%	-0.85	1071	3.0%	20.9	-12.5	i	8.8	i	2.9	1.6	5.1
